H37Rv inhibition – M. tuberculosis growth inhibition, HTS (AID 449762) | 0.59% of 330,000 active | inhibition, % at 25 µM; hits with a dose series show IC50 in µM | M. tuberculosis H37Rv growth inhibition, 7H9 media; higher % means a stronger effect; in the data active = a potency from the dose series; inconclusive = inhibition above about 70% without an active follow-up result;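 also: bacterial growth assessed after seven days of incubation; strong numbers were not always called active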
influenza NS1A – H1N1 influenza NS1A inhibitors, functional cell based assay (AID 504329); 0.3% of 340,000 active; NS1A functional cell-based assay, percent inhibition; higher % means a stronger effect; inhibition, % at 12.5 µM, or IC50 in µM where a hit was titrated; in the data active = a potency from the dose series; inconclusive = inhibition above about 27% without an active follow-up result; also: strong numbers were not always called active
Salmonella PhoP GFP – PhoP regulon inhibitors, Salmonella typhi PhoP promoter GFP reporter, confirmatory (AID 1850); Salmonella Typhi PhoP-promoter GFP reporter, fluorescence, 4 h; higher % means a stronger effect; one-dose inhibition, % at 50 µM; IC50 in µM for titrated hits; 0.33% of 310,000 active; in the data active = a potency from the dose series; inconclusive = inhibition mostly from about 25% at the one dose, without a potency; inactive = the rest, 99 in 100 with inhibition below about 19%;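 also: 0% = induced wells with vehicle and 100% = uninduced wells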
inhibitors of VEEV – inhibitors of VEEV TC-83 cytopathic effect, confirmation, Vero cells (AID 588727); Vero cells, VEEV TC-83 cytopathic effect inhibition; higher % means a stronger effect; inhibition, % at 20 µM, or IC50 in µM where a hit was titrated; 0.13% of 350,000 active; in the data active = a potency from the dose series; inconclusive = inhibition mostly from about 14% at the one dose, without a potency; inactive = the rest, 99 in 100 with inhibition below about 12%; also: strong numbers were not always called active
M. tuberculosis – growth inhibition of non-replicating M. tuberculosis (AID 488890) | 0.39% of 320,000 active | inhibition, % at 25 µM, or IC50 in µM where a hit was titrated | Mycobacterium tuberculosis non-replicating, growth inhibition; higher % means a stronger effect; in the data active = a potency from the dose series; inconclusive = inhibition mostly from about 82% at the one dose, without a potency; inactive = the rest, 99 in 100 with inhibition below about 76%;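 also: plate controls were DMSO cells for no effect and high antibiotic wells for full effect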
inhibitors of VEEV 10K pilot screen – also measured in inhibitors of VEEV; calls as there; inhibition, %; measured here: 10K pilot screen inhibition
Numbers without * were called inactive; i = inactive; ? = inconclusive; . = no result given; & = joins results of further samples.

SMILES	H37Rv inhibition	influenza NS1A	Salmonella PhoP GFP	inhibitors of VEEV	M. tuberculosis	others
Cc1ccc(/C=C/C(=O)O)cc1S(=O)(=O)NCc1cccnc1	1%	7%	8%	0.3%	-8%
COc1ccc(C(=O)Cn2c(Cl)nc3c2c(=O)n(C)c(=O)n3C)cc1	-2%	0%	5%	i	2%
CC(=O)Oc1ccc(/C=C/c2nc3ccccc3c(=O)o2)cc1	17%	4%	-7%	7.5%	?
O=C1C2C3C=CC(CC3)C2C(=O)N1/N=C/c1ccccc1O (stereo unspecified)	14%	0%	-6%	5.1%	1%
Cc1cc(C)c(C)c(C(O)(C(=O)O)c2ccccc2)c1C (stereo unspecified)	.	-2%	.	2.1%	.
COC(=O)C1=C(C)N(CCc2ccccc2)C(=O)C1(NS(=O)(=O)c1ccc(NC(C)=O)cc1)C(F)(F)F (stereo unspecified)	-3%	2%	3%	3.7%	35%
CC1CCCC(NC(=O)CSc2cccc[n+]2[O-])C1C (stereo unspecified)	9%	1%	.	2.2%	11%
Cn1c(=O)n(CCN2CCOCC2)c(=O)c2c1nc1n2CCN1c1ccc(Oc2ccccc2)cc1	.	-2%	.	6.0%	.	inhibitors of VEEV 10K pilot screen=0.5
O=C(O)CC/C(=C\c1ccccc1[N+](=O)[O-])c1nc2ccccc2s1	-4%	-2%	143%	2.9%	9%
COc1ccc(COC(=O)C2CC(=O)N(Cc3ccccc3)C2)cc1 (stereo unspecified)	3%	-12%	.	0.7%	36%
Cc1cccc(C)c1NC(=O)Cn1nnc(-c2ccc(CN3CCC(C)CC3)cc2)n1	6%	-11%	2%	0.1%	8%
Fc1ccccc1CNc1ccc(Cl)cc1	-7%	-18%	2%	i	29%
C/C(=N\O)c1cc(Cl)ccc1O	-7%	-9%	19%	1.0%	2.4µM*
CCOC(=O)c1[nH]c(C)c(C(=O)OCc2c(C)noc2C)c1C	1%	17%	6%	1.9%	5%
Cc1cc(C)n2nc(C(=O)OC(C)C(=O)c3cc(C)c(C)cc3C)nc2n1 (stereo unspecified)	7%	-5%	-5%	0.9%	-6%
O=C(c1cnc2ccc3ccccc3c2c1)c1cc(F)ccc1O	3%	-6%	12%	6.8%	4%
O=[N+]([O-])c1cccnc1-n1cnc2ccccc21	10%	-9%	-6%	0.2%	27%
CCOc1ccc2nc(N3CCCC(C(=O)NCC4CCCO4)C3)sc2c1 (stereo unspecified)	-8%	1%	9%	8.9%	-2%
O=C1CCCC2=C1C1(CCCCC1)N=C(Nc1nc3ccccc3o1)N2	1%	-5%	6%	7.3%	-2%
O=C(NCC(O)c1ccccc1)c1cccs1 (stereo unspecified)	12%	18%	-4%	i	-7%
O=C(CSc1nnc(Cn2nnc(-c3ccccc3)n2)n1-c1ccccc1)Nc1ccccc1	-5%	-6%	4%	2.0%	8%	inhibitors of VEEV 10K pilot screen=0.2
O=C(COc1ccccc1)Nc1ccccc1N1CCCCC1	59%	6%	-9%	i	41%	inhibitors of VEEV 10K pilot screen=1.6
CCC(C)(C)C1CCC2(CC1)NC(=O)N(CC(=O)N1CCN(C(=O)c3ccco3)CC1)C2=O (stereo unspecified)	1%	-7%	.	3.2%	29%
O=C(Cc1cccs1)Nc1ccc(F)c(S(=O)(=O)N2CCOCC2)c1	1%	-3%	.	0.4%	12%
COc1ccccc1N1CCN(C(=O)CN2C(=O)c3ccccc3S2(=O)=O)CC1	5%	0%	-9%	7.2%	-1%
CCOC(=O)C(Cc1ccc(Cl)cc1Cl)c1ccno1 (stereo unspecified)	?	-16%	-11%	0.9%	57%
Cc1cccc([C@H]2[C@@H]3C=CCC[C@@H]3C(=O)N2Cc2ccccc2)c1	.	-30%	.	i	.
COc1ccc2nc(N(CCN(C)C)C(=O)c3ccc4ccccc4c3)sc2c1	3%	20%	-2%	1.1%	1%
C=CCNC(=O)C(=O)NCC1CCCN1CC (stereo unspecified)	-1%	-11%	1%	1.0%	1%
CNC(=S)N(C)CCc1cc2c(c(OC)c1/C=C1/C(=O)NC(=O)N(C)C1=O)OCO2	1%	-19%	-3%	1.4%	-16%
C=CCn1c(C)cc(C(=O)Cn2ncc(Cl)c(Cl)c2=O)c1C	?	25%	-9%	9.4%	?
COC(=O)c1ccccc1S(=O)(=O)N1CCC(C(=O)NC2CCCCC2C)CC1 (stereo unspecified)	-7%	-16%	.	2.0%	1%
CCN1CCC(N2CCN(c3ccccc3OC)CC2)CC1	-1%	-2%	1%	i	-6%
O=C(NNC(=O)c1ccccc1Cl)c1ccccc1Cl	-6%	-2%	-2%	i	-1%
CCOC(=O)N1CCN(C(=O)COc2ccc(S(=O)(=O)Nc3ccc(OCC)cc3)cc2)CC1	-4%	5%	-7%&-12%	1.9%	24%
COc1ccc(/C=C2\OC(=S)N(C)C2=O)cc1	-1%	9%	-2%	3.9%	8%
CCOc1ccccc1N(C(=O)Nc1ccc(Cl)cc1)C1=NC(C)CS1 (stereo unspecified)	-2%	14%	1%	1.2%	2%
Cc1nnc(NC(=O)CSC2CCCCC2)s1	0%	-10%	-1%	0.9%	55%
CCN(CC)S(=O)(=O)c1ccc(NC(=O)C(C)N(c2ccccc2)S(C)(=O)=O)cc1 (stereo unspecified)	-3%	1%	-5%	2.9%	17%
Cc1c(-c2ccccc2)nc2ccccc2c1C(=O)OCC(=O)Nc1ncc(C(F)(F)F)cc1Cl	9%	7%	-7%	0.9%	72%
CN(C)C(=S)Oc1ccccc1-c1ccccc1OC(=S)N(C)C	18%	-5%	-12%	6.9%	9%
CC(C)Cn1c(-c2csc(C(C)C)c2)n[nH]c1=S	-1%	.	2%	0.2%	-5%
CC(=O)c1c(N2CCOCC2)nc2ccc(Br)cc2c1-c1ccccc1	-2%	.	2%	5.8%	0%
COc1ccc(NC(=O)CN(C)C(=O)CSc2ccc(Br)cc2)cc1	-14%	-6%	.	1.9%	54%
CNC(=O)CS(=O)(=O)CC(=O)Nc1cc(OCCOC)c(Cl)cc1Cl	-11%	.	11%	0.8%	-3%
O=C(COC(=O)/C=C/c1ccc(C(F)(F)F)cc1)NCC1CCCO1 (stereo unspecified)	?	-2%	0%	1.0%	61%
CC1CCN(C(=O)CSc2nnc(CNc3ccc(F)cc3)n2Cc2ccco2)CC1	-6%	-4%	1%	1.6%	11%
O=C(CCS(=O)(=O)c1cccs1)Nc1ccc(C(=O)NCc2ccc(F)cc2)cc1	3%	-3%	-2%	6.7%	-5%
N#CC1(c2ccccc2)CCC(NCCc2ccccc2)CC1 (stereo unspecified)	?	-9%	-10%	i	?
CCn1nnc(NC(=O)c2ccccc2Br)n1	-4%	28%	-7%	0.3%	-1%

As a working copy, some entries already given:
SMILES	H37Rv inhibition	influenza NS1A	Salmonella PhoP GFP	inhibitors of VEEV	M. tuberculosis	others
CN(C)C(=S)Oc1ccccc1-c1ccccc1OC(=S)N(C)C	18%	-5%	-12%	6.9%	9%
CC(C)Cn1c(-c2csc(C(C)C)c2)n[nH]c1=S	-1%	.	2%	0.2%	-5%
CC(=O)c1c(N2CCOCC2)nc2ccc(Br)cc2c1-c1ccccc1	-2%	.	2%	5.8%	0%
COc1ccc(NC(=O)CN(C)C(=O)CSc2ccc(Br)cc2)cc1	-14%	-6%	.	1.9%	54%
CNC(=O)CS(=O)(=O)CC(=O)Nc1cc(OCCOC)c(Cl)cc1Cl	-11%	.	11%	0.8%	-3%

Next part
SMILES	H37Rv inhibition	influenza NS1A	Salmonella PhoP GFP	inhibitors of VEEV	M. tuberculosis	others
C#CCOCCOCCOCCNc1nc(N2CCN(C(=O)Cn3cc(CCCN=C(N)N)nn3)CC2)nc(N2CCN(C(=O)[C@H]([C@@H](C)CC)n3cc(CCC(=O)O)nn3)CC2)n1	-1%	-5%	3%	0.8%	-5%	inhibitors of VEEV 10K pilot screen=0.3
COc1cc(Nc2nc3ccccc3nc2NS(=O)(=O)c2ccc([N+](=O)[O-])cc2)cc(OC)c1OC	0%	15%	6%	1.5%	-7%
COc1ccc(N2C(=O)NC(=O)C2=O)cc1	-1%	-6%	9%	0.1%	9%
O=C(CCSCc1ccccc1)Nc1ccc2c(c1)OCCO2	30%	-10%	-1%	3.0%	48%
CCCN(CCC)C(=O)C1CCN(c2ccc(S(=O)(=O)N3CCOCC3)cc2[N+](=O)[O-])CC1	-3%	-2%	-9%	1.4%	12%
Cc1cccc(C(C)C)c1-n1nnnc1-c1ccccc1	8%	-11%	-2%	0.4%	21%
Cc1csc(NC(=O)c2oc3ccccc3c2C)n1	55%	-2%	-3%	7.8%	27%
Cc1ccc(NC(=O)CCc2nnc3ccc(N4CCC5(CC4)OCCO5)nn23)nc1	2%	-5%	0%	1.5%	12%
Cc1ccc2[nH]c(O)c(N=Nc3ccccc3C)c2c1	-7%	4%	-10%	2.0%	-7%
Cc1ccc(S(=O)(=O)NCCC(=O)Nc2ccc(Cl)cc2C(=O)c2ccccc2)cc1	6%	-2%	-6%	i	18%

3 structures out of the list, sorted by number of heavy atoms, smallest number first.
SMILES	H37Rv inhibition	influenza NS1A	Salmonella PhoP GFP	inhibitors of VEEV	M. tuberculosis	others
Cc1ccc2[nH]c(O)c(N=Nc3ccccc3C)c2c1	-7%	4%	-10%	2.0%	-7%
Cc1ccc(S(=O)(=O)NCCC(=O)Nc2ccc(Cl)cc2C(=O)c2ccccc2)cc1	6%	-2%	-6%	i	18%
C#CCOCCOCCOCCNc1nc(N2CCN(C(=O)Cn3cc(CCCN=C(N)N)nn3)CC2)nc(N2CCN(C(=O)[C@H]([C@@H](C)CC)n3cc(CCC(=O)O)nn3)CC2)n1	-1%	-5%	3%	0.8%	-5%	inhibitors of VEEV 10K pilot screen=0.3

Next entries follow.
SMILES	H37Rv inhibition	influenza NS1A	Salmonella PhoP GFP	inhibitors of VEEV	M. tuberculosis	others
COc1ccc(Cl)cc1NC(=O)C(C)N1CCN(C/C=C/c2ccccc2)CC1 (stereo unspecified)	?	5%	-3%	4.3%	?
CC(=O)c1c(N2CCN(c3cccc(Cl)c3)CC2)nc(=S)n(-c2ccccc2)c1C	9%	22%	27%	0.8%	51%
CC(C)OCCCn1c(-c2ccco2)nc2nc3ccccc3nc21	0%	-9%	-6%	0.4%	20%
CN(C)c1oc(-c2ccc(Cl)cc2)nc1S(=O)(=O)c1ccccc1	3%	-4%	-7%	0.2%	-12%
O=C(Cc1ccc(NC(=O)C2CCCN(C(=O)C3CC3)C2)cc1)Nc1cccc(C(=O)N2CCCC2)c1 (stereo unspecified)	.	2%	.	0.8%	.
CCOC(=O)c1[nH]c2ccc(Br)cc2c1NC(=O)CNC	-12%	5%	0%	i	-12%
O=c1ccc(-c2ccc(S(=O)(=O)NCc3cccc(Br)c3)s2)n[nH]1	3%	3%	8%	1.6%	-6%
NC(=O)C1=C[C@@H](C2CCCCC2)C[C@@H](OCCCCO)O1	-1%	9%	3%	0.1%	6%
COc1ccc(-c2sc(Nc3ccccc3)n[n+]2-c2ccc(F)cc2)c(OC)c1OC	-8%	5%	3%	3.1%	27%
COCCn1c(C)cc(C(=O)CSc2nnc(-c3cccnc3)n2-c2ccccc2F)c1C	-13%	-16%	-2%	2.0%	34%
CN1C(=O)C(CCC(N)=O)NC1=S (stereo unspecified)	-4%	7%	2%	0.7%	-7%
O=C(NCc1ccncc1)C(=O)NCC(c1ccco1)N1CCN(c2ccccc2)CC1 (stereo unspecified)	-8%	-12%	-12%	1.3%	2%
O=c1c2ccccc2n2c(-c3cccc(Cl)c3)nnc2n1Cc1ccccc1	6%	-2%	-8%	0.2%	8%
NCCCCCc1cn([C@@H](CO)C(=O)NCCCCCCCCCCC(=O)N2CCNCC2)nn1	1%	-66%	-3%	0.6%	33%
COc1cc(NC(=O)CSc2nnnn2-c2ccccc2)cc(OC)c1OC	3%	-18%	-1%	i	-8%
COc1cc(/C(C)=N/NC(=O)c2ccc(CSc3nncn3C)cc2)cc(OC)c1OC	-5%	-7%	-1%	1.9%	6%
O=C(O)c1ccc(OC2CSC2)cc1	-11%	-14%	-16%	1.5%	0%
O=C(NCC1CCCO1)c1cc2ccccc2cc1O (stereo unspecified)	-7%	-5%	2%	11%	43%
Cc1ccc(/C(O)=C2\C(=O)C(=O)N(c3cc(C)on3)C2c2cccc(Cl)c2)cc1 (stereo unspecified)	-5%	-11%	-1%	10%	59%
COc1c(S(=O)(=O)N2CCN(C(=O)c3ccco3)CC2)ccc(Cl)c1Cl	0%	-3%	-6%	1.1%	25%
Oc1cccc(C2c3[nH]c4ccccc4c3CCN2Cc2ccc3c(c2)CCO3)c1 (stereo unspecified)	68%	9%	-3%	4.6%	37%
CCN(CC(=O)NCC1CCCO1)S(=O)(=O)c1ccc2ccccc2c1 (stereo unspecified)	13%	-6%	-10%	1.4%	3%
CC(Nc1cc(C)cc(C)c1)=[N+](C)CCNS(=O)(=O)c1ccc(Cl)cc1	-14%	21%	-3%	0.4%	16%

Bioassay records: PubChem, Southern Research Specialized Biocontainment Screening Center

Hits appear at their usual frequency; 1.6% or so of the library scored in one or more.
